Screening results: PubChem, Broad Institute
CD40 NFkB inh – inhibitors of CD40-induced NF-kB signaling, primary screen, BL2 cells, luciferase reporter, single point; AID 1053188, 2014; actives 0.94% (n = 83,000); CD40L-induced, 4 h; inhibition, % at 10 µM;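 active means mean inhibition of at least 50% with a set share of replicates also reaching that level; inconclusive means no clear call, values can overlap the other calls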;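 further: 0% = neutral control wells and 100% = IKK inhibitor VII at 50 µM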
* hit, by the source's call; ? = inconclusive; & = joins results of further samples; [ ] = another dose, or the depositor's remark. The list is partial. The share of hits here may be higher or lower than overall.

SMILES	CD40 NFkB inh
N#Cc1cccc(-c2ccc([C@H]3[C@H](CO)N4CCCCN(C(=O)Nc5cccc(F)c5)C[C@@H]34)cc2)c1	1[25 µM]
C[C@H](CO)N1C[C@H](C)[C@H](CN(C)S(=O)(=O)c2cccs2)OCc2ccccc2-c2c(n(C)c3ccccc23)C1=O	8[25 µM]
O=C(c1cccc(S(=O)(=O)NCc2ccccc2)c1)N1CCN(Cc2ccccc2)CC1	3
CCOC(=O)/C=C1\SC(C)C(=O)N1CC(=O)N(CCC#N)c1ccccc1 (stereo unspecified)	4
CC=Cc1ccc2n(c1=O)C[C@H]1[C@H](CO)[C@@H](C(=O)NCc3ccncc3)N(C(=O)NC3CCCC3)[C@@H]21 (mixture of isomers)	3[25 µM]
Cc1cccc(-c2ccc([C@H]3[C@@H](CO)N4CCCCN(C(=O)c5ccncc5)C[C@@H]34)cc2)c1	-6[25 µM]
Cc1ccc(S(=O)(=O)N2CCOC23CCN(S(=O)(=O)c2c(C)cc(C)cc2C)CC3)cc1	-7
O=C(NCCc1ccc(Cl)cc1)C1CCCN(S(=O)(=O)N2CCCCCC2)C1 (stereo unspecified)	6
COc1cc(NC(=O)CN2C(=O)NC(CC(C)C)C2=O)cc(OC)c1OC (stereo unspecified)	7
Fc1ccc(-c2n[nH]c(=S)c3ccccc23)cc1	7
C/C=C/c1ccc([C@@H]2[C@@H](CNC(=O)c3ccncc3)N(C(=O)CC)[C@H]2CO)cc1	-10
CSCCC(NC(=O)c1ccc(Cl)cc1Cl)C(=O)OCC(N)=O (stereo unspecified)	10
CCCCNC(=O)COC(=O)c1c2c(nc3ccccc13)/C(=C\c1cccs1)CC2	1
O=C(Nc1ccc2c(c1)OCO2)N1CCN(C/C=C/c2ccccc2)CC1	-8
COc1cc(OC)cc(C(=O)N[C@H](C(=O)OCC(=O)c2ccc(C)c([N+](=O)[O-])c2)C(C)C)c1	3
CC(=O)C1=C(Nc2ccc(C)cc2)CC(C)(O)C(C(C)=O)C1c1ccco1 (stereo unspecified)	-51
Nc1ccc2c(c1)C(=O)c1ccc(N)cc1-2	-58
C[C@H](NC(=O)C[C@@H]1C[C@@H]2c3cc(NC(=O)NC4CCCC4)ccc3O[C@@H]2[C@@H](CO)O1)c1ccccc1	-1
CCOc1ccc(-c2nc(C#N)c(NCc3ccc4c(c3)OCO4)o2)cc1	-36
COc1ccc(N2CC(C(=O)Nc3cc(C(F)(F)F)ccc3N3CCCC3)CC2=O)c(OC)c1 (stereo unspecified)	10
O=C1COc2ccc(C(=O)COC(=O)CCCOc3ccccc3)cc2N1	6
CC1(C(=O)OCC(=O)NC(=O)NCc2ccccc2)CC1(Cl)Cl (stereo unspecified)	6
COCCNC(=O)CSc1nc(N)c(NC(=O)c2ccco2)c(=O)[nH]1	6
CN1C(=O)c2cc(NC(=O)C3CCC3)ccc2OC[C@H]2O[C@@H](CC(=O)NCCc3ccncc3)CC[C@H]21	-2
Cc1cc(C(=O)OCC(=O)Nc2cccnc2Cl)c2ccccc2n1	3
CCCn1c(CN2CCN(C(=O)c3ccco3)CC2)nc2cc(S(=O)(=O)N(C)C)ccc21	-25
Cc1ccc(S(=O)(=O)NCC(c2ccco2)S(=O)(=O)c2ccccc2)cc1 (stereo unspecified)	1
O=C(Nc1cccc(S(=O)(=O)N2CCOCC2)c1)c1cc2c(s1)CCC2	-7
Cc1ccc(S(=O)(=O)NN=CC=CC=NNS(=O)(=O)c2ccc(C)cc2)cc1	0
COC(=O)C[C@H]1CC[C@@H]2[C@@H](COc3ccc(NS(=O)(=O)c4ccc(C)cc4)cc3C(=O)N2C)O1	-11[25 µM]
Cc1ccc(S(=O)(=O)N2CCCC2CNC(=O)c2ccc3c(c2)OCO3)cc1 (stereo unspecified)	38*
CC(C)c1cc(C(F)(F)F)n2nc(C(=O)O)cc2n1	13
CN(C)C(CNC(=O)c1ccc2c(c1)S(=O)(=O)c1ccccc1C2=O)c1ccco1 (stereo unspecified)	9
O=C(CSc1nc(-c2ccccc2)c(-c2ccccc2)o1)N1CCCCC1	4
CC(=O)Nc1cccc(Oc2ncnc3scc(-c4ccccc4)c23)c1	0
CCCNC(=O)C[C@H]1CC[C@@H]2[C@H](COC[C@@H](O)CN2Cc2ccncc2)O1	-6[25 µM]
CC(C)(C)NC(=O)COC(=O)c1cc(Cl)ccc1[N+](=O)[O-]	4
CCc1nc2c(OCC=C(C)C)cccn2c1N(C)C(=O)c1ccccc1F	2
COc1ccc(NC(=S)N2CCc3ccccc3C2)cc1OC	-36
O=C(Nc1cccc(F)c1)N1C[C@@H]2N[C@H](C1)C2c1ccc(-c2cccnc2)cc1 (stereo partly specified)	-2&4
O=C(Cn1cnc2c(nnn2Cc2ccc(Cl)cc2)c1=O)NCc1ccco1	8
CC(=O)Nc1nn(C)c2nc(C)cc(C)c12	7
Cc1cc(C(=O)COc2ncnc3sccc23)c(C)n1C1CC1	-62
CCCNC(=O)N1[C@H](CO)[C@@H](c2ccccc2)[C@@H]1CNC(C)=O	-4
COc1cccc(CN2CCN(Cc3ccc(O)c(OC)c3)CC2CCO)c1 (stereo unspecified)	8
COC(=O)c1ccc(CSc2nnc(-c3ccncc3)n2Cc2ccccc2)o1	1
c1coc(-c2ccnc(-n3cccc3)n2)c1	6
CCOC(=O)c1ccccc1NC(=O)COC(=O)c1ccccc1C(=O)N(C)c1ccccc1	14
Cc1noc(C)c1C(=O)OCC(=O)Nc1ccccc1Oc1ccccc1	6
COc1ccc(S(=O)(=O)N[C@@H]2CC[C@@H](CCNC(=O)CN3CCOCC3)O[C@@H]2CO)cc1	5
Additional structures
SMILES	CD40 NFkB inh
CC(C)NC(=O)Nc1cccc2c1O[C@@H](CN(C)C)[C@H](C)CN(C)C2=O	1
Cc1nn(-c2ccccc2)c(C)c1C(=O)NCc1cccs1	-1
CN(Cc1nc(C(c2ccccc2)c2ccccc2)no1)CC1COCCO1 (stereo unspecified)	0
N#C[C@@H]1[C@@H](c2ccc(C#Cc3cccnc3)cc2)[C@@H](CO)N1C(=O)NC1CCCC1	5
C[C@H]1CN([C@@H](C)CO)C(=O)CCCn2cc(nn2)CO[C@H]1CN(C)S(=O)(=O)c1ccc(Oc2ccccc2)nc1	5[25 µM]
Cc1ccc(N(Cc2ccccc2)C(=O)Cc2ccc(S(=O)(=O)N3CCOCC3)s2)cc1	6
CCOc1ccc(CCNC(=O)COC(=O)CCS(=O)(=O)c2ccc(C)cc2)cc1OCC	5
CSc1nc2nc3c(cc2c(=O)[nH]1)C(O)Oc1ccc(C)cc1-3 (stereo unspecified)	4
O=C1NC(Cc2ccccc2)C(=O)N1Cc1ccccc1 (stereo unspecified)	-1
Cc1ccc(-n2c(C)nnc2SCC(=O)N(C)C2CCS(=O)(=O)C2)cc1 (stereo unspecified)	1
CCOC(=O)N1CCN(CC(=O)c2ccc3c(c2)CCN3)CC1	2
C#CC1(NC(=O)NCCCC)CCCCC1	6
COC(=O)c1noc(C)c1-c1ccnn1C(=O)c1ccc(C)cc1	-1
Nc1ccc(C(=O)N2CCN(S(=O)(=O)c3ccc(Cl)s3)CC2)cc1[N+](=O)[O-]	0
O=C1CCCCC(=O)N(c2ccccc2)c2ccccc21	3
O=C(NCCS(=O)(=O)NC1CCCCC1)c1ccc2c(c1)OCO2	-4
Cc1ccc(C)c(S(=O)(=O)N2CCCCC2CCNC(=O)C(=O)NCc2ccncc2)c1 (stereo unspecified)	-8
N#Cc1nc(-c2ccco2)oc1N1CCN(Cc2ccccc2)CC1	11
O=C(NCc1cccs1)C1CCN(S(=O)(=O)c2ccc(Cl)cc2)CC1	-4
CN(C)C(CNc1ncnc2sccc12)c1cccs1 (stereo unspecified)	3

Sorted by length of the SMILES (high to low): some entries from above
SMILES	CD40 NFkB inh
O=C(NCc1cccs1)C1CCN(S(=O)(=O)c2ccc(Cl)cc2)CC1	-4
CCOC(=O)N1CCN(CC(=O)c2ccc3c(c2)CCN3)CC1	2
O=C1CCCCC(=O)N(c2ccccc2)c2ccccc21	3

(cont.)
SMILES	CD40 NFkB inh
CCN(C[C@@H]1[C@@H](c2ccccc2)[C@H](CO)N1CC1CC1)C(=O)c1ccccn1	-7[25 µM]
Nc1nonc1OCCOCCOCCOc1nonc1N	6
N#Cc1cnn2c1nc(N1CCOCC1)c1ccccc12	-2
CN(C)S(=O)(=O)c1ccc(Cl)c(NC(=O)COC(=O)CNS(=O)(=O)c2c(F)cccc2F)c1	3
O=C(O)c1ccc(NCc2nc3ccccc3n2Cc2ccccc2)cc1	5
Nc1c(C2=NCCO2)nnn1Cc1ccccc1	0
O=C(NCc1ccco1)C1CC2CCC1C2 (stereo unspecified)	11
CCc1ccc(C(=O)CSc2nnc(C3CC3)n2C2CC2)cc1	-86
COc1ccccc1N1CCN(CC(O)COc2cccc3ccccc23)CC1 (stereo unspecified)	4
CCOC(=O)C1(CCCc2ccccc2)CCN(C(=O)CCn2cncn2)CC1	10

Ordered by the number under CD40 NFkB inh (descending): 3 of the compounds above.
smiles,CD40 NFkB inh
CCOC(=O)C1(CCCc2ccccc2)CCN(C(=O)CCn2cncn2)CC1,10
Nc1nonc1OCCOCCOCCOc1nonc1N,6
COc1ccccc1N1CCN(CC(O)COc2cccc3ccccc23)CC1 (stereo unspecified),4

Next compounds.
SMILES	CD40 NFkB inh
COCc1ccc([C@@H]2C[C@H]3CN(Cc4cccnc4)C(=O)[C@]34CCCN24)o1	15
Cc1ccc2[nH]c3c(c2c1)CCNC3=O	-11
O=C(NCCCN1CCOCC1)c1ccc(S(=O)(=O)Nc2ccccc2)cc1	-1
COc1ccc2c(CC(=O)Nc3ccc(OC)nc3)coc2c1	-5
CSCCC(NS(=O)(=O)c1ccc(Cl)cc1)C(=O)O (stereo unspecified)	0
O=S(=O)(c1cccs1)N1CCCCN2[C@H](CO)[C@@H](c3ccc(Br)cc3)[C@@H]2C1	10[25 µM]
CC(C)NC(=O)Nc1cccc2c1O[C@H](CN(C)C(=O)NC(C)C)[C@@H](C)CN(C)C2=O	10
CCc1cc2c(=O)n(CC(C)C)cnc2s1	-50
CC(C#N)(NC(=O)CN1CCN(S(=O)(=O)c2cc(C(F)(F)F)ccc2Cl)CC1)C1CC1 (stereo unspecified)	-14
C[C@@H]1CN([C@H](C)CO)C(=O)c2c(c3ccccc3n2C)-c2ccccc2CO[C@@H]1CN(C)C(=O)Nc1ccccc1C(F)(F)F	34[25 µM]
CCNC(=O)NCc1c(C)c(C)n(Cc2ccccc2)c1-n1cccc1	6
O=C(Nc1nsc(-c2ccccc2)n1)c1cccs1	5
O=C(CN1CCN(c2ccccn2)CC1)NC1CCCC1	10
O=C(NCCN1CCCC1=O)Nc1ccccc1	-12
CCCCNC(=O)C1(NC(=O)Nc2ccccc2)CCCCC1	9
COc1ccc(CN(C)C[C@@H]2Oc3ccc(NC(=O)Nc4ccc5c(c4)OCO5)cc3CC(=O)N([C@H](C)CO)C[C@@H]2C)cc1	1[25 µM]
COC(=O)c1c(N)sc(C(C)=O)c1C	-7
CCn1nc(NC(=O)c2cccs2)c2cc3ccccc3nc21	2
COc1ccc(C(C)=O)cc1COC(=O)Cn1cnc2ccccc2c1=O	3
Cc1ccc(S(=O)(=O)N2CCC[C@H]2C(=O)OCCN2C(=O)c3ccccc3C2=O)cc1	11
Cn1c(CNC(=O)c2ccccc2F)nnc1SCCOc1ccccc1	-2
O=C(c1sccc1-c1ccccc1)N1CCN(S(=O)(=O)c2ccccc2F)CC1	9
COCC(=O)N1[C@H](C#N)[C@H](c2ccccc2C2=CCCCC2)[C@@H]1CO	-18[25 µM]
O=C(C1CCC1)N1CC(=O)N2[C@@H](CO)[C@H](c3ccc(Br)cc3)[C@@H]2C1	7[25 µM]
CCCCOc1ccc(C(=O)NCC(=O)NCC(c2ccco2)N2CCCCC2)cc1 (stereo unspecified)	-4
COc1ccc(-c2cc3ccccc3n2CC(O)CN2CCOCC2)cc1 (stereo unspecified)	-3
CN(C)c1oc(COc2ccccc2F)nc1C#N	-15
Cc1ccc2c(c1)N(CC(=O)NC1CCCCC1)C(=O)c1cccnc1O2	3
CSc1ncc(Cl)c(C(=O)O)n1	12
O=C(C1CCOCC1)N1CC(=O)N2[C@H](CO)[C@@H](c3ccc(/C=C/c4ccccc4)cc3)[C@H]2C1	23[25 µM]

A second format for some results above.
> CCCCOc1ccc(C(=O)NCC(=O)NCC(c2ccco2)N2CCCCC2)cc1 (stereo unspecified)
  CD40 NFkB inh = -4
> COc1ccc(-c2cc3ccccc3n2CC(O)CN2CCOCC2)cc1 (stereo unspecified)
  CD40 NFkB inh = -3
> CN(C)c1oc(COc2ccccc2F)nc1C#N
  CD40 NFkB inh = -15
> Cc1ccc2c(c1)N(CC(=O)NC1CCCCC1)C(=O)c1cccnc1O2
  CD40 NFkB inh = 3

The list goes on:
SMILES	CD40 NFkB inh
Cc1c(C(=O)N2CCC(C)CC2)sc2ncnc(N(C)c3ccccc3)c12	12
CCOc1ccc(/C=N/NC(=O)CN2CCCCC2)cc1OCC	12
COc1ccc(S(=O)(=O)Nc2ccc3c(c2)C(=O)N([C@H](C)CO)C[C@@H](C)[C@@H](CN(C)Cc2ccc(C(F)(F)F)cc2)OCCCC[C@@H](C)O3)cc1	?
COc1ccc(CN(C)C[C@H]2Oc3c(NC(=O)c4cnccn4)cccc3C(=O)N([C@@H](C)CO)C[C@@H]2C)cc1	-19[25 µM]
CCCCSc1ncnc2c1ncn2C1CCCCO1 (stereo unspecified)	-47
Cc1ccc(C)c(-c2cc(C(=O)NCc3cccs3)c3ccccc3n2)c1	1
CC(C)(C)n1nc(-c2cccc3ccccc23)c2c(N)ncnc21	16[25 µM]
COCCNC(=S)Nc1cccc2cnccc12	13
